Source: PubChem BioAssay
FUS yeast rescue – suppressors of FUS proteinopathy in yeast. S. cerevisiae FUS-expressing, growth rescue, OD600, 24 h. AID 1347120. actives 0.24% (n = 390,000). Potency, µM (highest dose often 76.6 µM), without a hit: at the highest dose growth rescue (activation), hits mostly activators;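 further: potency means the concentration at half of the fitted maximal effect; plate controls were DMSO vehicle for no effect and reference control for full effect; nearly all actives have a fitted effect of over 55% in size; some results filed as inactive show a strong effect at the top dose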
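Cultures pregrown in 2.5% raffinose medium are shifted to minimal medium containing 2% galactose to express toxic FUS. Compounds are tested at several concentrations. After 24hr at 30C, growth is quantified at 600 nm absorbance.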
IL2 activator – activators of IL-2; IL-2 activation reporter assay, cell-based qHTS; stimulated with anti-CD3/CD4/CD28 beads; in transgenic mouse T cells; activation, % (series mostly up to about 46 µM); actives 0.065% (n = 360,000); AID 652025; in the data active means activation above about 50%; inconclusive means mostly about 30% to 49%; further: 0% is about no effect
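EGFP and DsRed fluorescence is measured by plate cytometry in unstimulated transgenic mouse T cells exposed to compound for 60 minutes, then stimulated 18 hours at 37 degrees C with anti-CD3/anti-CD4 beads plus anti-CD28.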
PI5P4K alpha inh – PI5P4K alpha (human) kinase inhibition | P48426 | actives 1.2% (n = 330,000) | PI5P4Kalpha enzyme, ADP-Glo luminescence, 60 min; active compounds read low | max response, %; active means max response of -50% or lower; inconclusive means between -30% and -50%; inactive means -30% or higher; further: value at the top dose of about 77 µM; on the % scale 0 is the no-effect control and ±100 the full control effect
Target sequence (P48426 whole entry, looked up): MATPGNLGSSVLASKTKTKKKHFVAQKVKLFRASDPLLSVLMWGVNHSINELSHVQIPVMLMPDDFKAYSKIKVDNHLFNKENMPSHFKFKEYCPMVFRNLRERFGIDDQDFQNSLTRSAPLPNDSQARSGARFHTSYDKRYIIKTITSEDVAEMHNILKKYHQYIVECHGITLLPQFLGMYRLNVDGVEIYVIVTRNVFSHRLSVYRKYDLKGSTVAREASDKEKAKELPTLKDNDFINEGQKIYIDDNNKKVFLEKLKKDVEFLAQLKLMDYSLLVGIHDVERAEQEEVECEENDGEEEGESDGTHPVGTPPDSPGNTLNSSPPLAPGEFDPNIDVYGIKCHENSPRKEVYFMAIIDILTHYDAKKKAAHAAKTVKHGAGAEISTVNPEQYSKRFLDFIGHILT
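qHTS, 1536-well: enzyme/substrate mix, compound by pin tool, 5 microM ATP final; RT 60 min; ADP-Glo reagents 1 (45 min) then 2 (30 min); luminescence.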
EPAC1 agonist – activates human EPAC1 exchange factor | EPAC1 agonist qHTS, biochemical assay; response scale: 100% = response to 6.5 mM cAMP | actives 0.073% (n = 360,000) | O95398 | Potency, µM (series often up to 154 µM), for inactives: top-dose activation, hits mostly activators | AID 720707; further: potency means the concentration at half of the fitted maximal effect; nearly all actives have a fitted effect of over 60% in size
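Normalized to 6.5 mM cAMP, activity reflects EPAC1-catalysed release of BODIPY-GDP from Rap1B, followed kinetically over 30 min at 480 nm excitation, 540 nm emission. Reaction contained 100 nM EPAC1, 250 nM Rap1B-BODIPY-GDP, 50 uM GDP.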
Abeta rescue – A-beta toxicity reversal in yeast. Potency, µM (highest dose often 46.1 µM), without a hit: top-dose growth rescue, usual class: activators. yeast expressing A-beta42, growth rescue, OD600, 48 h; response scale: 0% DMSO, 100% iron-clioquinol control. actives 0.063% (n = 410,000); further: potency means the concentration at half of the fitted maximal effect; nearly all actives have a fitted effect of over 55% in size
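Growth rescue measured by 600 nm absorbance after 48 h yeast culture at 30 C with compound. Values normalized between DMSO and an equimolar ferric chloride plus clioquinol control.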
aSyn rescue – inhibitors of alpha-synuclein toxicity in yeast; Potency, µM (series often up to 46.1 µM), for the others: at the top dose growth rescue (activation), most hits filed as activators; Yeast expressing alpha-synuclein, growth rescue, BacTiter-Glo, 24 h; actives 0.14% (n = 370,000); further: potency means the concentration at half of the fitted maximal effect; % of control where 0% means no effect; nearly all actives have a fitted effect of over 65% in size
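Readout is rescue of growth in alpha-synuclein-expressing yeast, so inhibitors of toxicity appear as activators. Growth after 24 hr at 30 deg C in galactose medium is quantified by luminescence.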
WRN inhibitor – blocks human WRN helicase; AID 651768; actives 0.46% (n = 360,000); WRN helicase unwinding, fluorescent forked duplex, kinetic; Potency, µM (doses to about 114 µM), without a hit: at the top dose activity change, negative = inhibition, usual class: inhibitors; Q14191; further: potency means the concentration at half of the fitted maximal effect; on the % scale 0 is the no-effect control and ±100 the full control effect; nearly all actives have a fitted effect of over 55% in size
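Screening of the MLSMR collection measured strand separation of a quenched forked DNA duplex (100 nM) by 20 nM WRN with 2 mM ATP, all final. Compounds were preincubated with enzyme 15 min at room temperature.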
PLK1 PBD inh – blocks phosphopeptide binding to human PLK1 polo-box domain. P53350. Plk1 PBD binding of FITC phosphopeptide, fluorescence polarization. Potency, µM, without a hit: max response, negative = inhibition, hits mostly inhibitors. actives 2.8% (n = 360,000). AID 720504; further: potency means the concentration at half of the fitted maximal effect; series mostly up to about 57 µM; on the % scale 0 is the no-effect control and ±100 the full control effect; nearly all actives have a fitted effect of over 65% in size
Target sequence (P53350 whole entry, looked up, the tested form may be a part): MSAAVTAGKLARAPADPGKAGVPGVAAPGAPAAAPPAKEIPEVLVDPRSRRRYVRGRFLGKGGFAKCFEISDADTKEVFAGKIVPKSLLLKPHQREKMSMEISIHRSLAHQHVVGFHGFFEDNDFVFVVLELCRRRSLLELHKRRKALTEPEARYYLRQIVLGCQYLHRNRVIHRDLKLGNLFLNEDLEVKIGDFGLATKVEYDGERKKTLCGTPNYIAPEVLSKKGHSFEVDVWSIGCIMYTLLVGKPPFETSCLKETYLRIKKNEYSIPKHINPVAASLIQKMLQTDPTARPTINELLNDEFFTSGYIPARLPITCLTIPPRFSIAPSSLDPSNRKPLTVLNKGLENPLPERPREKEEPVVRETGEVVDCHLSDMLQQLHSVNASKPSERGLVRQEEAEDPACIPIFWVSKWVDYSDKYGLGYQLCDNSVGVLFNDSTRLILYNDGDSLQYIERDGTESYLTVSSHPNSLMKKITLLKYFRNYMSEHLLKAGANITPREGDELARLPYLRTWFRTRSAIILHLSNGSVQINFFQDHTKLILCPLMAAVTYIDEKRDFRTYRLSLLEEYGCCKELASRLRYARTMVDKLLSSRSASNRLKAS
EPAC1 antag – EPAC1 (human) antagonism. O95398. EPAC1 GEF assay, Rap1b-BODIPY-GDP exchange fluorescence. Potency, µM (series often up to 115 µM), for the others: at the highest dose activity change, negative = inhibition, most hits filed as inhibitors. actives 0.14% (n = 360,000). AID 720709;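 further: potency means the concentration at half of the fitted maximal effect; plate controls were vehicle for no effect and positive control for full effect; nearly all actives have a fitted effect of over 50% in size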
* marks the source's active call; other numbers are inactive results; ? = inconclusive; / = not tested or not shown; [ ] = remark or other dose. Unless noted, the call rests on the fitted dose curve; in most records, active means well fitted curve in the direction sought with a large enough effect; inconclusive means small, poorly fitted or top-dose-only effect, or another doubt; inactive means no such curve, though single readings can be large; an effect the other way counts as inactive or inconclusive.

Start of the data: the first three entries, to show the layout:
SMILES	FUS yeast rescue	IL2 activator	PI5P4K alpha inh	EPAC1 agonist	Abeta rescue	aSyn rescue	WRN inhibitor	PLK1 PBD inh	EPAC1 antag
C=CCC1C=C(Cc2ccccc2)CC(CC=C)N1 (configuration not stated)	-8%	-0.6	-1	11%	-1%	-4%	-4%	-13%	-8%
Cc1cccc(NC(=O)CN2CCN(C(=O)c3ccc(OCc4cn5ccccc5n4)cc3)CC2)c1C	2%	0.6	-9	-1%	-10%	-10%	-5%[11.6 µM]	?	10%
CCn1cc2nc(SCC(=O)Nc3ccc(F)cc3F)n(Cc3ccccc3)c(=O)c2n1	36%	-1.0	-2	7%	3%	4%	-8%	-2%	-12%

All compounds of this part (from the top)
SMILES	FUS yeast rescue	IL2 activator	PI5P4K alpha inh	EPAC1 agonist	Abeta rescue	aSyn rescue	WRN inhibitor	PLK1 PBD inh	EPAC1 antag
C=CCC1C=C(Cc2ccccc2)CC(CC=C)N1 (configuration not stated)	-8%	-0.6	-1	11%	-1%	-4%	-4%	-13%	-8%
Cc1cccc(NC(=O)CN2CCN(C(=O)c3ccc(OCc4cn5ccccc5n4)cc3)CC2)c1C	2%	0.6	-9	-1%	-10%	-10%	-5%[11.6 µM]	?	10%
CCn1cc2nc(SCC(=O)Nc3ccc(F)cc3F)n(Cc3ccccc3)c(=O)c2n1	36%	-1.0	-2	7%	3%	4%	-8%	-2%	-12%
COc1ccccc1CNC(=O)CN(C)S(=O)(=O)c1ccc(F)cc1	-3%	-0.6	0	4%	-8%	-11%	-5%[57.1 µM]	-8%	-16%
Cc1ccc(C2C(C#N)=C(N)Oc3n[nH]c(-c4cccs4)c32)cc1 (configuration not stated)	21%	0.5	?	-8%	-4%	2%	-11%	?	-5%
CC(=O)c1cccc(NC(=O)N[C@@H](CC(C)C)C(=O)O)c1	12%	6.3	/	-1%	-6%	4%	-5%	-6%	9%
COc1ccc(NC(=O)CSCC(=O)Nc2ccc(S(=O)(=O)N3CCCCC3)cc2)cc1	2%	-0.7	-9	0%	11%	2%	-8%	-2%	-19%
COc1ccc(-n2nc3ccc(N)cc3n2)cc1Cl	2%	-0.4	9	0%	-17%	2%	2%	-7%	-13%
CCCS(=O)(=O)NC(=O)C1(C)CCN(C(=O)c2ccc3c(c2)OCO3)C1 (configuration not stated)	-22%	0.6	2	-16%	-18%	-3%	-5%	-2%	-3%
CSc1cccc(NC(=S)N(CCC(C)C)C2CCN(C(C)=O)CC2)c1	31%	0.1	2	8%	-9%	-14%	6%	-22%	-12%
Cc1c(C)n(C(=O)CN2CCN(c3ccccc3)CC2)c2ccccc12	11%	-0.1	-1	17%	-11%	1%	-9%	-5%	0%
Cc1ccc(NC(=O)NC(=O)COc2ccc(Cl)cc2Cl)c(C)c1	/	-3.3	-2	7%	-1%	-2%	6%	-12%	2%
COCC(C)NC(=O)COc1ccc(Cl)cc1Cl (configuration not stated)	-26%	0.9	0	2%	15%	1%	-1%	2%	1%
Cc1ccn2c(NC3CCCCC3)c(C(C)C)nc2c1	-2%	-0.8	-7	-1%	9%	-1%	-7%[57.1 µM]	-3%	5%
CCCCOc1ccccc1NC(=O)CSc1nnnn1C(C)(C)C	39%	-1.4	-1	8%	-16%	9%	1%	0%	2%
COCCCNC(=O)c1cc(C)nc2ccc(F)cc12	5%	-4.1	/	8%	-9%	-2%	8%	-5%	2%
CCOC(=O)C1=C(C)c2ccccc2OC1(CC)C(=O)OCC (configuration not stated)	-17%	0.4	8	-24%	6%	-15%	-1%	1%	-14%
C#CCNC(=O)C1=C[C@@H](c2csc3ccccc23)[C@H](CCCO)[C@@H](OCC)O1	10%	1.0	0	3%	-14%	8%	12%	-15%	-20%
Cn1nc(C(F)(F)F)cc1C(=O)Nc1ccc(-c2ccno2)cc1	3%	-1.6	2	0%	21%	-7%	-5%	4%	-9%
c1ccc(Sc2nc(N3CCCCC3)nc(N3CCCCC3)n2)nc1	30%	-2.6	4	5%	14%	-1%	-6%	-2%	-5%
COc1ccc(O)c(C(=O)CC(=O)c2ccccc2C)c1	19%	-1.4	5	12%	-16%	4%	-6%	-19%	-4%
Cc1cnc(C(=O)Nc2ccccc2-c2nnn(CC(=O)NC3CCCC3)n2)cn1	-6%	1.2	-8	-2%	-2%	2%	7%	-2%	1%
CC1CCN(C(=O)c2nc[nH]c2C(=O)O[C@H](C)c2ccccc2)CC1	-3%	1.5	-5	5%	8%	3%	0%	-8%	-15%
O=C1NC(c2ccccc2)=N/C1=C/c1ccco1	39%	3.2	-5	1%	5%	0%	-27%	-6%	-7%
CC(=N\NC(=O)c1ccc([N+](=O)[O-])cc1)/C(=N/O)C(=O)Nc1ccccc1	/	-3.4	-7	4%	5%	0%	-34%	1%	-8%
COc1ccccc1N1CCN(S(=O)(=O)CCNC(=O)/C=C/c2ccc3c(c2)OCO3)CC1	-20%	-3.1	8	-10%	-9%	1%	10%	1%	11%
CC(NC(=O)COC(=O)c1ccccc1SCC(=O)N1CCCC1)c1ccccc1 (configuration not stated)	26%	-1.4	2	-4%	-2%	-5%	1%	-8%	3%
Brc1ccc(-c2nn3c(-c4ccccn4)nnc3s2)o1	28%	-3.7	/	-1%	1%	-9%	?	-15%	4%
O=C(c1ccc(S(=O)(=O)N2CCCCCC2)cc1)N1CCN(Cc2ccccc2)CC1	-15%	0.1	20	5%	-2%	7%	-2%	6%	-5%
CC1(C)Cc2c(cnn2-c2ccccc2)C(NC(=O)c2ccoc2)C1 (configuration not stated)	13%	-1.8	-7	-1%	26%	-3%	-29%	-9%	16%
CCOc1ccc(NC(=O)CN(C)C(=O)c2cc(-c3ccc(OC)cc3)nc3ccccc23)cc1OCC	30%	-3.6	18	13%	8%	-16%	-4%	3%	-7%
Cc1nnc(NC(=O)CSc2nccn2-c2ccc(F)cc2)s1	11%	-0.3	0	0%	-10%	-7%	4%	-5%	-7%
c1ccc(CCn2nnnc2C(c2cccnc2)N2CCN(c3ccccc3)CC2)cc1 (configuration not stated)	22%	-1.0	/	-2%	-49%[inhibitor]	?	-7%	1%	-8%
Cc1ccc(C(=O)NCc2ccc(Cl)cc2)cc1S(=O)(=O)N1CCCCC1	/	0.5	-2	-7%	5%	9%	-4%	1%	5%
Cc1cccc(NC(=O)COC(=O)c2ccc3nc(C)c(C)nc3c2)c1	11%	1.0	2	-2%	18%	-8%	-18%	-2%	-18%
OCC(CO)(CO)N=Cc1c(O)ccc2ccccc12	12%	1.4	/	-2%	-22%	11%	-3%	4.2µM*	1%
CC(C(=O)O/N=C(\N)c1ccccn1)c1ccc([N+](=O)[O-])cc1 (configuration not stated)	9%	-0.8	1	8%	3%	2%	1%	-7%	11%
CCOc1ccc(-c2nnc3sc(COc4ccccc4)nn23)cc1	0%	-2.1	0	-2%	9%	3%	-1%	-3%	-1%
Cc1cccc(C(=O)NNC(=O)c2ccc(Cl)cc2)c1O	-8%	-2.9	1	-1%	0%	0%	2%	-10%	3%
COc1ccccc1CNC(=O)C1CC(c2ccccc2[N+](=O)[O-])=NO1 (configuration not stated)	-2%	2.3	2	-5%	-9%	15%	0%	-19%	-9%
CN(C)c1cccc(NC(=O)c2cccc3ccccc23)c1	?	-0.2	-4	9%	2%	-9%	-8%	-9%	-17%
COCCn1c(CN2CCN(c3cccc(Cl)c3)CC2)nc2c1c(=O)n(C)c(=O)n2C	12%	-2.6	-3	-4%	2%	8%	6%	-15%	-3%
COc1ccc(C(=O)Nc2ccc(-c3nnn(CC(=O)NCc4ccco4)n3)cc2)cc1	2%	0.3	-2	9%	11%	-1%	1%	-8%	-15%
CC(=O)Nc1ccc(-c2csc(Nc3cc(C)ccn3)n2)cc1	12%	-0.5	-13	7%	4%	-23%	-9%	-9%	-16%
Cc1ccc2sc(NNC(=O)C3=COCCO3)nc2c1C	29%	0.0	-4	2%	5%	12%	-10%	-11%	-10%
O=C(/C=C/NCc1cccnc1)c1ccc(-c2ccccc2)cc1	18%	-0.9	2	-1%	-95%[inhibitor]	-78%[inhibitor]	-17%	-7%	-12%
COc1ccc(C(=O)/C=C/c2cn(CC(O)CN3CCN(C)CC3)c3ccccc23)cc1OC (configuration not stated)	9%	-0.9	24	9%	-6%	5%	-14%	42%[activator]	22%
O=C(/C(=C/c1ccc(Cl)cc1)c1nc2ccccc2[nH]1)c1ccccc1	19%	-0.5	-2	-2%	13%	-10%	-8%	-3%	-12%
Cn1c(CSCCOc2ccccc2)n[nH]c1=S	-3%	2.6	0	-1%	-6%	2%	5%	2%	1%
Cn1nc([N+](=O)[O-])nc1Oc1ccccc1C(=O)N1CCOCC1	-11%	-1.1	-4	8%	0%	1%	0%	-6%	-1%
CS(=O)(=O)c1ccc(Cl)c(NC(=O)CCN2C(=O)C3CC=CCC3C2=O)c1 (configuration not stated)	-1%	1.0	0	10%	-5%	-5%	-6%	-5%	-2%
CCOC(=O)C1CCN(C(=O)c2cc3cc4ccc(OC)cc4nc3o2)CC1	5%	-2.1	-6	-1%	-15%	-9%	-4%	-15%	23%
O=C(O)CCSc1ccc([N+](=O)[O-])cc1[N+](=O)[O-]	-108%[inhibitor]	-5.2	-12	-10%	-58%[inhibitor]	-31%[inhibitor]	-18%	12µM*	-22%
CC1(C)CC(=O)c2c(O)cc(OCc3ccc(Br)cc3)cc2O1	7%	-0.2	/	7%	-5%	-23%	-12%	-6%	5%
CCCN(CC(=O)Nc1ccccc1C)C(=O)C1CC(=O)N(c2cccc(C)c2C)C1 (configuration not stated)	13%	-1.0	-4	0%	0%	2%	-4%	-1%	8%
CCOC(=O)C1CCN(C(=O)COc2ccc(Br)cc2C)CC1	-10%	0.1	-1	-11%	-4%	5%	1%	-6%	1%
c1ccc(N2CCN(c3nnc(Cc4cccnc4)c4ccccc34)CC2)nc1	?	-3.5	/	0%	-2%	-13%	-13%	0%	5%
